MC4R antagonist – MC4R antagonists of cAMP signaling, primary screen, cell-based, TR-FRET, antagonist arm of biased-ligand search; AID 540295, 2011; MC4R-expressing cells, MTII-stimulated cAMP, LANCE TR-FRET; inhibition, % at 6.5 µM; 360,000 compounds, 0.48% hits; Melanocortin receptor 4 (Homo sapiens), P32245;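 active = inhibition above its plate's cutoff, the mean of tested wells on that plate plus 3 SD, cut at about 29% in these data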;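 note: 0% = Melanotan II alone and 100% = Melanotan II plus saturating MCL0020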
Target sequence (P32245 whole entry, looked up): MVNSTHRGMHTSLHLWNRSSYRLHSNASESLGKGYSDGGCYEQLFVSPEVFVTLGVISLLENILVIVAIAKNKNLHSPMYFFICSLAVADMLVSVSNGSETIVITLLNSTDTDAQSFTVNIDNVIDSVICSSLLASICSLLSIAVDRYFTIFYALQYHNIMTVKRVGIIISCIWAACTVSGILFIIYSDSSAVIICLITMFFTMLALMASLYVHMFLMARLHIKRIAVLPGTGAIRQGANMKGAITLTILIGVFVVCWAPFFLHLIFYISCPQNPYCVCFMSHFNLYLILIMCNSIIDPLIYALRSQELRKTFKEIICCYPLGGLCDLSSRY
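System: U2OS cells stably expressing human melanocortin 4 receptor (MC4R). Reagent: Melanotan II challenge after compound preincubation. Doses: 6.5 µM. Times: 30-min compound, 1-h challenge, 1-h detection, room temperature. Measured by: TR-FRET with Eu-cAMP and labeled anti-cAMP, 671 nm. Replicates: singlicate.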
NOD2-RIPK2 inh – NOD2-RIPK2 binding disruptors in cells, primary screen, fluorescence, CHO cells, BLA complementation. 360,000 compounds, 0.38% hits. CCF4 ratio. inhibition, % at 4.98 µM; in the data active = inhibition above about 21%;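 note: 0% = vehicle only and 100% = reference blocker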
SRC2 inh – inhibition of GAL4-SRC2 driven luciferase reporter, primary screen, SRC2 inhibitor project, cell-based, luminescence; Nuclear receptor coactivator 2 (Homo sapiens), Q15596; HEK293 GAL4-SRC2 luciferase reporter; inhibition, % at 9 µM; 370,000 compounds, 0.17% hits; AID 651957, 2012;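 active = inhibition above the mean inhibition of all tested compounds plus 3 SD, set per campaign, cut at about 52% in these data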;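 note: 0% = DMSO treated cells and 100% = cells given Gossypol at 36 µM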
NR5A2 inv ag – LRH-1 (NR5A2) inverse agonists, primary screen, cell-based, luminescence, HEK293T, StAR-luciferase reporter. 360,000 compounds, 0.13% hits. inhibition, % at 3.6 µM. LRH-1 transfected, 24 h;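 active = inhibition above the mean inhibition of all tested compounds plus 3 SD, cut at about 73% in these data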;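 note: 0% = DMSO wells and 100% = reporter-only cells lacking LRH-1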
ABHD5 PLIN5 PPI – ABHD5-PLIN5 interaction inhibitors, primary screen, cell lysate, split luciferase complementation, luminescence | Perilipin-5 (Homo sapiens) + 1-acylglycerol-3-phosphate O-acyltransferase ABHD5 (Homo … | Split G. princeps luciferase complementation, 4 h | inhibition, % at 4 µM | 360,000 compounds, 0.78% hits | AID 602281, 2012;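 active = inhibition above the mean inhibition across every tested compound plus 3 SD, cut at about 22% in these data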;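 note: 0% = DMSO only wells and the 100% control is not disclosed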
MC4R barr agon – MC4R agonists recruiting beta-arrestin, primary screen, cell-based, luminescence, agonist arm of biased-ligand search; Melanocortin receptor 4 (Homo sapiens), P32245; U2OS MC4R beta-arrestin complementation; percent of melanotan II response, DMSO zero; activation, % at 8.9 µM; 360,000 compounds, 0.98% hits; AID 540308, 2011;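 active = activation above a per-plate cutoff, the mean activation of sample wells on that plate plus 3 SD, cut at about 8% in these data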
SRC3 inh – SRC3 coactivator transcriptional activity inhibitors, primary screen, cell-based, luminescence | inhibition, % at 3.6 µM | 360,000 compounds, 0.17% hits | Nuclear receptor coactivator 3 (Homo sapiens), Q9Y6Q9 | HEK293 GAL4-SRC3 luciferase reporter;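 active = inhibition above a per-campaign cutoff, the mean of all compounds plus 3 SD, cut at about 60% in these data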;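 note: 0% = DMSO-treated cells and 100% = gossypol-treated cells at 36 µM; higher means less SRC3-driven luciferase light from the GAL4 reporter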
COUP-TFII inh – NR2F2 transcriptional activity inhibitors, primary screen, cell-based, luciferase reporter, HEK293T, luminescence; 370,000 compounds, 0.7% hits; inhibition, % at 8.6 µM; HEK293T NGFI-A luciferase reporter;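 active = inhibition above a per-plate cutoff, mean inhibition of test wells between control levels plus 3 SD, cut at about 38% in these data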;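 note: cells cotransfected with COUP-TFII expression vector driving the NGFI-A reporter; 0% = median of COUP-TF2 test wells and 100% = reporter-only cells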
Target sequence (P24468 whole entry, looked up): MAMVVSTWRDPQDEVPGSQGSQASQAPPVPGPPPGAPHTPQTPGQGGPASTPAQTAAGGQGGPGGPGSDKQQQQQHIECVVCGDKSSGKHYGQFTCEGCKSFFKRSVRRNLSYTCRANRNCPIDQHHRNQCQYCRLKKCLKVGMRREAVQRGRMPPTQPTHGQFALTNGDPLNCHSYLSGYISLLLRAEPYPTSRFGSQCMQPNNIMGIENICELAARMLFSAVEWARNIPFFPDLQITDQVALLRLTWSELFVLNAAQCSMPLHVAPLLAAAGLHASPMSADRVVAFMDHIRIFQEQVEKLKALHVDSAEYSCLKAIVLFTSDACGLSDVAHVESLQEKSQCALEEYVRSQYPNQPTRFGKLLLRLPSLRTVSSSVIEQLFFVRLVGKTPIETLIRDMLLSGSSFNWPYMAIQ
TLR9-MyD88 inh – inhibitors of TLR9-MyD88 association in cells, primary screen, cell-based, CHO, BLA complementation, fluorescence; Toll-like receptor 9 (Homo sapiens) + Myeloid differentiation primary response protein …; inhibition, % at 4.98 µM; CCF4 FRET ratio; 340,000 compounds, 0.21% hits;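 active = inhibition above the mean over all tested compounds plus 3 SD, cut at about 21% in these data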;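 note: 0% = DMSO only wells and 100% = clavulanate BLA inhibitor control wells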
LMP1 NFkB inh – EBV LMP1-driven NF-kappaB luciferase reporter inhibitors, primary screen, cell-based, luminescence, single point; LMP1-induced NF-kappaB luciferase reporter cells; inhibition, % at 12.5 µM; 350,000 compounds, 0.69% hits; in the data active = inhibition above about 41%;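 note: 0% = neutral control wells and 100% = reference inhibitor control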
SRC1 inh – SRC1 coactivator transcriptional activity inhibitors, primary screen, cell-based, luminescence; inhibition, % at 3.6 µM; 360,000 compounds, 0.12% hits; Nuclear receptor coactivator 1 (Homo sapiens), Q15788; HEK293 GAL4-SRC1 luciferase reporter;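 active = inhibition above the campaign mean plus 3 SD, with each screening campaign given its own cutoff, cut at about 60% in these data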;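 note: 0% = DMSO treated cells and 100% = gossypol at 36 µM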
* hit, by the source's call; . = not tested or not shown.

SMILES | MC4R antagonist | NOD2-RIPK2 inh | SRC2 inh | NR5A2 inv ag | ABHD5 PLIN5 PPI | MC4R barr agon | SRC3 inh | COUP-TFII inh | TLR9-MyD88 inh | LMP1 NFkB inh | SRC1 inh
O=c1cccc2n1CC1CC2CN(CC(O)CN2CC3CC(C2)c2cccc(=O)n2C3)C1 (stereo not given) | 3 | -6 | 0 | 2 | 4 | -1.0 | -23 | -13 | 5 | -23 | 1
COc1ccccc1CC1C(=O)C2CCN1CC2 (stereo not given) | 2 | -6 | -13 | 5 | 2 | -2.8 | 4 | -9 | 7 | 4 | -13
COC(=O)C1=C(c2c(C)noc2C)C[C@@H]2CC[C@H]1N2C(=O)NCCCOC(C)C | -4 | 6 | -43 | 4 | 2 | -1.4 | -9 | -21 | -3 | 2 | -1
COC(=O)C12CCc3c(ccc4cc(OC)ccc34)C1=CC(=O)C2 (stereo not given) | -15 | 6 | 8 | 50 | 5 | -1.2 | -22 | 1 | 3 | 1 | -19
O=C1NC(=O)N(Cc2ccccc2Cl)C(=O)/C1=C/N1CCOCC1 | 11 | -4 | 3 | -4 | 12 | -1.8 | 6 | 17 | 5 | 0 | 3
O=c1[nH]c(=O)n(Cc2ccccc2)c(O)c1/C=N/NCCO | -1 | -14 | -4 | 14 | -3 | 0.4 | 13 | 9 | . | . | -7
CC(C)c1cc(Br)c(NC(=O)Nc2cccnc2)c(Br)c1 | -3 | -5 | 27 | -14 | 4 | -0.4 | -13 | 11 | -4 | 3 | 0
Cc1cc(=O)[nH]c(CCl)n1 | -7 | -3 | -15 | -13 | 0 | -1.0 | 11 | -13 | . | -28 | -12
N#CCCn1cc(C(=O)Nc2ccc(F)cc2)c(-c2ccccc2)n1 | 0 | 2 | -1 | 1 | -3 | -1.6 | -18 | -6 | -1 | 5 | -19
CC1CN1P1(=O)OCC(C)([N+](=O)[O-])CO1 (stereo not given) | -6 | -8 | 19 | 17 | 0 | 0.4 | -16 | -7 | -3 | -2 | -12
CN1CCN(c2nc(Cl)ncc2F)CC1 | -3 | -2 | -9 | 0 | -2 | -1.2 | 11 | 12 | -11 | 6 | -21
Cn1c(O)c(C=NC2CCCCC2)c(=O)[nH]c1=S | 4 | -15 | 7 | -8 | 0 | -1.2 | -16 | 2 | 3 | 34 | -36
CN(Cc1ccccc1)C(=C(Cl)Cl)/C(=C1/NCCN1Cc1ccc(Cl)nc1)[N+](=O)[O-] | 23 | -22 | -7 | 2 | 4 | 3.1 | -6 | 14 | 2 | -1 | 3
C=CCn1c(O)c(C(C)=NCCCn2ccnc2)c(=O)[nH]c1=O | -1 | 1 | 10 | 16 | -6 | -2.5 | 3 | -7 | 5 | -6 | -13
C#C[C@@]1(O)CCC2C3CCC4=C/C(=N/OCC(=O)NC(CCC(N)=O)C(=O)O)CC[C@]4(C)C3CC[C@@]21C (stereo not given in full) | 1 | -7 | 20 | 14 | 6 | -1.0 | 5 | -4 | -7 | 10 | 7
CC(Cc1ccccc1)NC(=O)/C=C/C(=O)O (stereo not given) | 6 | -12 | 4 | -25 | -6 | -1.0 | 2 | 2 | 3 | 5 | -30
C/C(=N\NC(=S)Nc1ccccc1)c1c(O)n(C)c(=O)n(C)c1=O | 6 | -6 | -34 | -84 | -7 | -1.3 | -38 | -39 | -2 | -16 | -69
O=c1[nH]c2ccccc2n1C1CCN(C(c2nnnn2C2CCCCC2)C2CC2)CC1 (stereo not given) | . | -1 | 22 | 15 | 1 | . | 19 | -12 | . | . | 6
Cc1cc(NC(=O)CCl)no1 | 2 | -6 | 28 | 22 | 1 | -0.8 | 3 | -6 | 2 | -20 | -1
CCC(C)N1C(=O)/C(=C/c2ccc3c(c2)CCN3CCCCl)C(=O)NC1=S (stereo not given) | 2 | -4 | -2 | 28 | -15 | -2.7 | 6 | 23 | 4 | -18 | -11
COP(=O)(OC)Oc1ccc(C(O)C(Cl)(Cl)Cl)cc1 (stereo not given) | 1 | -8 | 18 | 13 | 3 | 1.2 | 11 | 8 | -10 | -4 | -34
COc1nc(NC(C)C)nc(NC(C)C)n1 | 15 | -11 | 6 | 2 | -3 | 1.0 | 8 | 7 | -1 | -6 | -12
O=C1CCN(C(=O)Cc2ccccc2[N+](=O)[O-])CC1 | -9 | 8 | 19 | 2 | 1 | -0.5 | 9 | 7 | -2 | 9 | 5
CP(C)(=O)CCC(=O)O | -1 | -7 | 2 | -9 | 2 | -0.7 | -40 | -4 | -10 | 5 | -7
CCCS(=O)(=O)N1CCCC(C(=O)N2CCC3(CC2)OCCO3)C1 (stereo not given) | -3 | 3 | -8 | 19 | 1 | -0.6 | 7 | 1 | -4 | -1 | -4

The closing 2 entries of the section above are carried over, then new ones follow.
SMILES | MC4R antagonist | NOD2-RIPK2 inh | SRC2 inh | NR5A2 inv ag | ABHD5 PLIN5 PPI | MC4R barr agon | SRC3 inh | COUP-TFII inh | TLR9-MyD88 inh | LMP1 NFkB inh | SRC1 inh
CP(C)(=O)CCC(=O)O | -1 | -7 | 2 | -9 | 2 | -0.7 | -40 | -4 | -10 | 5 | -7
CCCS(=O)(=O)N1CCCC(C(=O)N2CCC3(CC2)OCCO3)C1 (stereo not given) | -3 | 3 | -8 | 19 | 1 | -0.6 | 7 | 1 | -4 | -1 | -4
C[C@]12CCC3C(CC[C@H]4C[C@H](OC(=O)c5cccnc5)CC[C@]34C)C1CCC2=O (stereo not given in full) | -4 | 5 | 11 | 1 | -10 | 2.4 | 5 | 0 | -12 | 5 | 9
COc1ccc(CNC(C)Cc2cccs2)cc1 (stereo not given) | -2 | -7 | 9 | -5 | -6 | -3.2 | 15 | -2 | 1 | -3 | 8
COc1ccc(OCC(=O)Nc2ccc(Cl)cc2C(=O)c2ccccc2)cc1 | -5 | -24 | -23 | 19 | 8 | 3.9 | 14 | -18 | -1 | 3 | 1
O=C(NC(=S)N1C[C@H]2C[C@H](C1)c1cccc(=O)n1C2)c1ccc(Cl)cc1 | -1 | -15 | 15 | -6 | 3 | -0.1 | -18 | 21 | 3 | 6 | 15
COC(=O)[C@@H]1N=C(c2ccc(OC)cc2)O[C@]12C(=O)N(C)c1cccc(Cl)c12 | . | -4 | -34 | -13 | 3 | . | . | 2 | . | . | .
OC[C@H]1O[C@@H](n2cnc3cc(Cl)c(Cl)cc32)[C@H](O)[C@@H]1O | 6 | -3 | -7 | 6 | -1 | 0.0 | -10 | 36 | 0 | -8 | 4
Cc1ccc(-n2c(O)c(C=NCCC3=CCCCC3)c(=O)[nH]c2=O)cc1 | 7 | -6 | 9 | 25 | 1 | -3.8 | 11 | 3 | 7 | 6 | -24
CC(=O)OC1CCC2(C)C(CCC3C4CC(N5CC5)C(C(C)=O)C4(C)CC(=O)C32)C1 (stereo not given) | 1 | 0 | -39 | -3 | 7 | 2.8 | 11 | 4 | 1 | -6 | -4
COc1cc(C(=O)Nc2ccc(Br)cc2C(=O)c2ccccc2Cl)cc(OC)c1OC | 4 | -7 | -9 | 25 | -1 | -0.3 | 18 | 9 | 1 | 8 | 4
O=c1[nH]c(=S)n(-c2ccccc2)c(O)c1/C=N/N1CCCCC1c1cccnc1 (stereo not given) | -4 | -1 | -24 | -17 | -10 | 0.1 | 9 | 12 | 0 | -5 | -6
CC12CCCCC1N(O)CN2O (stereo not given) | 8 | 3 | -15 | 4 | -3 | -0.5 | -23 | 14 | -11 | -2 | -1
Clc1ccccc1CN1CCN(c2ccccc2)CC1 | -4 | -5 | -28 | -3 | -7 | 0.1 | 9 | -6 | 4 | 1 | 4
C[C@]12CCC3C(CC[C@H]4C[C@@H](O)CC[C@]34C)C1C[C@@H](O)[C@]2(C)O (stereo not given in full) | 0 | -4 | 10 | 2 | -3 | -1.1 | -8 | 0 | 6 | 13 | -6
CCCCc1nc2ccccc2c(=O)n1-c1ccccc1O | 7 | 3 | 20 | -8 | 7 | -1.3 | -3 | -1 | -3 | 3 | 1
c1cc2c(cc1CCNC1CCCCCC1)OCO2 | 10 | -8 | 6 | 15 | -2 | 0.3 | 1 | 10 | -10 | 2 | 3
COC(=O)C1=C(c2c(C)noc2C)C[C@@H]2CC[C@H]1N2C(=O)N1CCCCC1 | 9 | 6 | -4 | -16 | 1 | -0.4 | -18 | -4 | -10 | 3 | 6
N/C(=N\[N+](=O)[O-])N1CCN(C(=O)c2ccccn2)CC1 | 4 | -1 | 6 | 15 | -5 | -2.2 | 1 | 8 | 2 | -2 | 3
CC(C)Cc1nnc(NC(=O)CCC(=O)N2CCC3(CC2)OCCO3)s1 | 0 | -9 | -36 | -26 | -9 | 0.3 | 15 | 3 | -1 | -1 | 5
CCCNC(=O)N1[C@H]2CC[C@@H]1C(C(=O)OC)=C(c1ccc(-c3ccccc3)c(F)c1)C2 | 8 | -6 | 28 | 24 | -1 | -0.1 | -4 | 31 | 2 | 17 | 12
CCOC(=O)C(=O)NC1CCSC1=O (stereo not given) | -5 | -6 | -18 | 0 | 1 | 0.4 | -9 | -5 | 11 | -9 | -4
CCN(CC)CCCN=Cc1c(O)n(-c2cccc(C)c2C)c(=O)[nH]c1=O | 4 | -2 | 2 | 2 | 6 | 0.3 | -10 | 0 | 1 | -4 | 7
CC=C(CC)C1(CC)C(=O)NC(=S)NC1=O | -1 | 2 | -1 | -16 | 9 | -3.0 | -43 | 15 | -3 | 1 | -2
CC1(C)C(c2ccccc2)=NC(c2cccnc2)=[N+]1[O-] | 1 | -5 | -16 | 8 | 1 | -1.8 | 1 | 4 | 10 | 0 | -2
COc1ccc2ccc(O)c(CN3CC=C(c4ccccc4)CC3)c2c1 | 4 | -6 | 3 | -2 | 4 | 4.4 | -1 | 11 | -23 | 7 | 14
CCOC(=O)C1=C(C)N(C)C2(C)CC1c1ccccc1O2 (stereo not given) | 5 | -8 | 2 | 9 | 9 | 2.0 | 12 | 4 | 11 | 5 | 14
CC1=C2C3OC(=O)C(C)C3CC[C@@]2(C)C=CC1=O (stereo not given in full) | -5 | 0 | -7 | 3 | 2 | 0.0 | 11 | -15 | 9 | 4 | -40
CC(CC(C)(C)N1CC1)=NO | 10 | -1 | 4 | -27 | -6 | 0.3 | -8 | 2 | -13 | 7 | -7

Only part of the results is shown; the hit share may differ from the screen's.
